LAP4-GFP MLPCN: modulators of TOR pathway LAP4-GFP in S. cerevisiae; S. cerevisiae LAP4-GFP multiplex, flow cytometry GFP, 3 h; median GFP as percent of DMSO wells; GFP response vs DMSO, % at 10 µM; 320,000 compounds, 0.34% hits;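 active = GFP response vs DMSO above a set limit, about the screen mean plus 3 SD, cut at about 150% in these data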
AGP1 TOR yeast: yeast TOR pathway AGP1-GFP modulation. S. cerevisiae AGP1-GFP multiplex flow cytometry, 3 h; GFP as percent of DMSO wells. GFP response vs DMSO, % at 10 µM. 320,000 compounds, 0.02% hits;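 active = GFP response relative to DMSO above a set limit, near screen average plus 3 SD, cut at about 150% in these data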;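 note: median GFP channel fluorescence of the gated AGP1 strain per well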
MEP2 TOR yeast: alters MEP2-GFP fluorescence in TOR pathway yeast screen; S. cerevisiae MEP2-GFP strain, flow cytometry GFP, 3 h; 100% = DMSO control level; GFP response vs DMSO, % at 10 µM; 330,000 compounds, 0.51% hits; AID 2016;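 active = GFP response versus DMSO above a set limit, roughly screen mean plus 3 SD, cut at about 180% in these data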;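 note: median GFP fluorescence of the barcode-gated MEP2-GFP cells per well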
Yeast superoxide: caloric restriction mimetics inhibiting age-related superoxide in yeast | S. cerevisiae aged cells, superoxide DHE fluorescence; hits give low values | superoxide response (% of plate mean), % at 10 µM | 330,000 compounds, 0.18% hits | AID 2690;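 active = superoxide response under a set limit, about three screen SD below normal, cut at about 65% in these data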;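 note: yeast aged for seven days with compound at 30 °C before DHE staining; 100% = average MFI of all compound-treated wells on the plate with controls excluded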
CIT2 TOR yeast: yeast TOR pathway CIT2-GFP modulation | S. cerevisiae CIT2-GFP strain, flow cytometry, 3 h; 100 means same as DMSO wells | GFP response vs DMSO, % at 10 µM | 320,000 compounds, 0.065% hits | AID 2029;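 active = GFP response relative to DMSO above a set limit, near the screen mean plus 3 SD, cut at about 150% in these data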;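 note: ratio of well median GFP fluorescence to mean of DMSO wells on the plate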
VLA-4 inh: inhibition in a human VLA-4 binding assay; P13612; VLA-4 expressing cells, ligand binding flow cytometry; inhibition, % (about 7 µM as worked out from the volumes in the protocol); 330,000 compounds, 0.2% hits; AID 2557; in the data active = inhibition above about 50%
GRK2 aptamer HTS: inhibitors of human GRK2 displacing RNA aptamer | P25098 | bead flow cytometry, FAM-aptamer displacement from GRK2 | AID 488847 | inhibition of aptamer binding, % at 10 µM | 330,000 compounds, 0.59% hits;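 active = inhibition of aptamer binding above 40%, roughly 3 SD of noise, on plates passing a quality check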;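 note: median bead fluorescence of bound FAM aptamer so fluorescent compounds give negative values; no value below 0 was filed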
Target sequence (P25098 whole entry, looked up): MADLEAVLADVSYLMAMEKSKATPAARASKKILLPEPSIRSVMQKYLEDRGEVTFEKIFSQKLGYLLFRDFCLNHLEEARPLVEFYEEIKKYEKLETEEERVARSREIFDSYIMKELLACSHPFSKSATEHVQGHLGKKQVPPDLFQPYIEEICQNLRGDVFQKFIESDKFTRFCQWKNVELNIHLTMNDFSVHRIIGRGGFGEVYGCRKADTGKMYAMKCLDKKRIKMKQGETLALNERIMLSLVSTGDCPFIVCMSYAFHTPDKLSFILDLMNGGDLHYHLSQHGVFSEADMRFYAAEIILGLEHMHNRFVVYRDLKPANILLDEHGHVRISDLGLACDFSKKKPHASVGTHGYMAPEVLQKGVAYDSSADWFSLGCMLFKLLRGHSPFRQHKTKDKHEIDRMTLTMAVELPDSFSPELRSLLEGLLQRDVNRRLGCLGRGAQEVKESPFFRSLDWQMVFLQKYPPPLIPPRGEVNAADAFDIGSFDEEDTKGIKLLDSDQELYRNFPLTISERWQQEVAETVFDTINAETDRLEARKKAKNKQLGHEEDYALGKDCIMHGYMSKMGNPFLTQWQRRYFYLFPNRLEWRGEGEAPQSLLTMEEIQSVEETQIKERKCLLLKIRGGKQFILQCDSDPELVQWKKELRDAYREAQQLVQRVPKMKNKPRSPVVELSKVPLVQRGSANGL
RPL19A-GFP yeast: modulators of TOR pathway RPL19A-GFP in S. cerevisiae; S. cerevisiae RPL19A-GFP strain, flow cytometry, 3 h; hits give low values; percent response vs DMSO, % at 10 µM; 330,000 compounds, 0.3% hits; AID 2025;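 active = percent response vs DMSO below 50%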;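 note: median channel GFP fluorescence of the barcoded RPL19A-GFP strain; ratio of sample median GFP to plate DMSO average so 100% = DMSO; lower means less RPL19A-GFP as with rapamycin TOR inhibition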
Active calls of the source: *; nt = not tested or not shown. The order is random (roughly 1.7% active in at least one column).

Compound,LAP4-GFP MLPCN,AGP1 TOR yeast,MEP2 TOR yeast,Yeast superoxide,CIT2 TOR yeast,VLA-4 inh,GRK2 aptamer HTS,RPL19A-GFP yeast
COc1ccc(N2C(=O)CCC(C(=O)N3CCCCC3)C2c2ccc(OC)c(OC)c2)cc1 (stereo not drawn),98,94,100,105,92,2,0,97
N#CCc1ccc(NC(=O)Nc2cccc3ccccc23)cc1,96,94,90,128,88,0,0,97
OCC[C@@H]1C[C@H](O)[C@@H](O)[C@]2(CCc3ccccc3O2)O1,87,95,89,97,93,19,0,94
Cc1ccc(-c2cc(Cc3ccc(F)cc3)c(=O)[nH]n2)cc1,95,101,90,99,102,3,2,100
CC1Cc2ccccc2N1C(=O)c1cc2cccnc2n(C)c1=O (stereo not drawn),117,107,97,101,96,-1,0,98
CNC(=O)[C@H]1O[C@@H](n2cnc3c(NCc4cccc(I)c4)ncnc32)[C@H](O)[C@@H]1O,98,84,89,96,88,9,3,93
O=C(O)CC(C(=O)O)n1nc(-c2ccccc2)cc1-c1ccccc1 (stereo not drawn),113,107,102,92,101,0,3,99
CCOC(=O)c1sc(NC(=S)NC(=O)C2CC2)cc1C,100,101,82,89,108,-1,2,107
CCOc1cccc(OCCCOc2cccc3cccnc23)c1,97,93,103,107,95,7,1,102
CCCOc1ccc(N2C(=O)C/C(=C\c3ccccc3)C2=O)cc1,103,99,100,118,91,7,1,102
CCOc1ccccc1N1CC(C(=O)Nc2ccccc2N2CCOCC2)CC1=O (stereo not drawn),87,94,97,103,nt,10,0,97
CCCCCn1c(SCC(=O)OCC)nc2cc(C(=O)NCc3ccco3)ccc2c1=O,111,110,111,89,115,-9,0,110
CN1CCN(C(=O)/C(=C/c2ccccc2)c2ccccc2)CC1,106,113,108,88,100,10,1,106
COc1ccc(S(=O)(=O)NC(C(=O)NCCc2ccccn2)C(C)C)cc1 (stereo not drawn),98,100,98,92,106,17,1,99
CCOc1ccccc1/C=N/Nc1cc(C)nc2ccc(C)cc12,92,95,101,95,98,19,1,100
C=C1CC2C3CC[C@@]4(OCOC45COCO5)[C@@]3(C)C(O)CC2[C@@]2(C)CCC(=O)C=C12 (stereo partly drawn),101,92,101,84,85,nt,0,95
CC(=O)N1CC2(C)CN(C(C)=O)CC(C)(C1)C2O (stereo not drawn),100,101,107,112,105,6,1,100
O=C(CSc1ccc(Cl)cc1)N1CCN(c2ccc(Cl)cc2[N+](=O)[O-])CC1,111,98,97,109,95,-4,0,95
O=C(Cc1ccc(Cl)cc1)Nc1ccc(C(=O)N2CCCCC2)cc1,88,97,94,110,96,18,1,98
O=C(Nc1cccc(NC(=O)c2cccs2)c1)c1ccc2c(c1)OCO2,107,102,103,106,98,15,0,98
CC(=O)Nc1ccc(NC(=O)CC2Nc3cccc4cccc(c34)NC2=O)cc1 (stereo not drawn),111,100,109,96,113,1,0,103
O=C(c1cc2cc(C(F)(F)F)ccc2s1)N1CCOCC1,102,98,96,92,91,2,0,95
CCC(=O)Nc1ccc(NC(=O)CSc2nnnn2C(C)C)cc1,106,103,102,109,100,4,1,100
CSc1ccccc1C(=O)N1CCC(CCC(=O)NCc2ccc(F)cc2)CC1,105,102,111,88,101,-8,0,111
C=C(C)Cc1c(C)c(C#N)c2nc3ccccc3n2c1N1CCCCC1,106,111,99,90,107,-4,0,110
Cc1nc(C(=O)N2CCc3c([nH]c4ccccc34)C2c2cc(F)ccc2F)cs1 (stereo not drawn),97,96,102,95,107,-13,1,100
CCC(=O)c1ccccc1OCCN1CCN(Cc2ccccc2)CC1,114,99,142,98,115,15,0,98
COc1ccc2cc3cc(C(=O)NCCN4CCc5ccccc5C4)oc3nc2c1,101,88,107,96,90,8,0,86
O=C(Cc1cccc(C(F)(F)F)c1)Nc1cc(S(=O)(=O)N2CCOCC2)ccc1N1CCCC1,96,102,103,88,110,3,2,99
COc1cc(C(=O)N2CCC(NC(=O)C(Cc3ccccc3C)NC(C)=O)CC2)cc(OC)c1OC (stereo not drawn),113,120,104,89,117,-9,0,107
CC(C)C(NC(=O)CN1C(=O)c2ccccc2C1=O)c1ccccc1 (stereo not drawn),101,101,107,101,103,11,0,109
CCCCOc1ccc(/C=C/C(=O)Nc2ccc([N+](=O)[O-])cc2C)cc1,95,93,91,108,87,-8,0,98
COCCC(C(=O)Oc1c(C(C)(C)C)cc(C)cc1C(C)(C)C)c1ccccc1 (stereo not drawn),96,100,93,102,105,-5,0,94
O=C(Nc1ccc(F)cc1F)c1cccc(C(=O)Nc2ccc(F)cc2F)n1,104,103,99,103,101,4,0,100
O=C(Nc1cccc(S(=O)(=O)N2CCCCC2)c1)c1ccco1,103,97,99,106,94,-9,0,96
CSc1cccc(NC(=O)CN(c2cc(C)ccc2C)S(C)(=O)=O)c1,96,96,100,108,90,7,0,96
OCCC1CN(Cc2ccc3nsnc3c2)CCN1C1CCCCC1 (stereo not drawn),100,98,104,83,96,8,0,103
CCCCc1nnc(NC(=O)CSc2nc(N)cc(=O)[nH]2)s1,99,104,95,97,97,1,0,93
NC(=O)c1ccc(NC(=O)C2CCCO2)cc1 (stereo not drawn),90,100,97,89,nt,10,2,96
CC(C)CN(C(=O)COC(=O)c1cccn1C)c1c(N)n(Cc2ccccc2)c(=O)[nH]c1=O,97,97,111,99,117,-7,2,105
Cc1ccc(O)c(-c2cc(C(F)(F)C(F)F)[nH]n2)c1,88,88,92,103,91,-10,0,87
O=C(Cc1nc2ccccc2[nH]c1=O)c1ccc(Cl)cc1,106,77,108,105,94,-125,0,118
COc1ccc(N=Nc2c(C)n[nH]c2C)cc1,103,73,81,93,89,22,4,81
O=C(CCn1c(=S)[nH]c2ccccc2c1=O)NCCCN1CCCC1=O,105,101,105,104,103,-6,0,97
CCCCCc1nc2sc3c(c2c(=O)n1NC(=O)c1ccc([N+](=O)[O-])cc1)CC(C)(C)OC3,89,96,104,109,104,10,1,101
CCOC(=O)c1cnc2ccc(OC)cc2c1NCCc1ccc(OC)c(OC)c1,95,94,95,92,88,2,1,106
CCOc1cc(/C=N/n2cnnc2)ccc1OS(=O)(=O)c1ccc(C)cc1,90,111,104,105,103,3,3,111
C/C(=N\Nc1nc(C)cc(-c2ccccc2)n1)c1cccc(N)c1,100,100,105,98,103,20,0,102
Cc1ccc(-c2cc(C(=O)NCc3ccccn3)no2)cc1,108,95,101,102,95,9,1,98
COc1ccc(C(C)=O)cc1CN1C(=O)NC2(CCCCC2C)C1=O (stereo not drawn),94,99,102,101,96,12,0,nt
CCCN1CCN(C(=O)c2ccccc2-c2nc3ccccc3s2)CC1,105,106,93,105,91,-2,0,107
COc1ccc(CCNC(=S)NC(=O)c2ccc(Br)cc2)cc1OC,103,95,92,93,97,0,2,97
CC(NC(=O)C(C)N1c2cccc3cccc(c23)S1(=O)=O)c1ccccc1 (stereo not drawn),82,84,90,105,89,10,0,91
NC(=O)C1(C(N)=O)OC1c1ccccc1 (stereo not drawn),106,103,98,102,95,-17,0,98
CCOC(=O)C(CCCOc1ccccc1C)C(=O)OCC,100,95,96,94,93,19,1,95
CCCCCCCC(=O)OCC(COC(=O)CCCCCCC)OC(=O)CCCCCCC,79,88,91,110,81,11,0,86
O=C(Nc1ccccn1)c1ccc(S(=O)(=O)N2CCCCCC2)cc1,115,94,104,109,98,0,0,98
O=c1cc(/C=C/c2cccs2)[nH]c2ccccc12,103,104,102,82,109,2,1,100
C=CCn1cnc2c(sc3nc(C)cc(C)c32)c1=O,104,98,95,100,89,-3,2,96
O=C(O)COc1ccccc1/C=N/NC(=O)c1cccc(S(=O)(=O)N2CCOCC2)c1,100,99,100,100,102,6,1,97

Next records follow.
Compound,LAP4-GFP MLPCN,AGP1 TOR yeast,MEP2 TOR yeast,Yeast superoxide,CIT2 TOR yeast,VLA-4 inh,GRK2 aptamer HTS,RPL19A-GFP yeast
COC(=O)C1=C(C)NC(C)=C(C(=O)OC)C1C(=O)OCc1nnc(-c2ccccc2)o1,108,106,107,101,94,10,0,98
c1ccc(Cc2nn[nH]n2)cc1,90,97,96,90,99,8,0,94
COc1ccc(CNC(=O)Nc2ccc3c(c2)N(C)C(=O)CS3)cc1,87,99,95,103,101,4,1,97
O=C(NCCN1CCCCC1)Nc1ccc([N+](=O)[O-])cc1,89,106,105,103,117,-2,0,110
C=CCNC(=O)C1CCN(c2c([N+](=O)[O-])cc(C(F)(F)F)cc2[N+](=O)[O-])CC1,97,106,103,102,100,9,0,102
CCCc1nc2ccccc2c(NC(=O)CN(CC)CC)c1CC,100,99,97,101,105,0,1,97
Cc1ccnc(N2CCC(C(=O)Nc3ccc4c(c3)CCC4)CC2)n1,87,94,96,87,73,4,1,96
O=C(NCc1ccc(Cl)cc1)C(=O)NCC1OCCN1C(=O)c1ccc(Cl)cc1 (stereo not drawn),96,99,98,103,96,8,0,97
CN1CCc2c(sc(/N=C/c3cc(C(C)(C)C)ccc3O)c2C#N)C1,113,93,106,99,96,0,0,105
Cc1ccc(C(=O)NNC2=NCCC2)cc1,102,105,100,118,106,12,0,102
O=C(COC(=O)/C=C/c1cccc(F)c1)NC1CC1,94,100,98,89,103,6,0,100
CCOC(=O)COc1c(/C=N\OC)cc(Cl)cc1OC,100,96,104,96,102,-7,3,102
O=C(CCSCc1ccccc1Cl)N1CCN(c2cccc(Cl)c2)CC1,108,93,93,102,96,8,0,102
C/C(CCN1CCc2nc(-c3ccccc3)c(-c3ccccc3)cc2C1)=N\OC[C@@H](C)[C@H](OCc1ccccc1)C(C)C,109,100,109,99,92,29,0,99
c1ccc(C(c2ccccc2)c2noc(CN3CCN(CC4CC4)CC3)n2)cc1,106,100,105,84,110,14,2,102
Cc1ccc(NC(=O)c2cc(NC(=O)c3ccco3)ccc2N2CCOCC2)cc1Cl,105,109,102,112,100,16,2,102
C/C(=N\NC(=O)Cc1cccn1C)c1cccc2ccccc12,107,110,109,109,97,2,0,111
CC(NS(=O)(=O)c1ccc(OCC(=O)NCc2ccncc2)cc1)c1ccccc1 (stereo not drawn),103,104,107,95,104,12,2,105
CN(/N=C/c1cccnc1)c1cnn(-c2ccc(F)c(Cl)c2)c(=O)c1Cl,104,93,115,97,87,8,0,98
Cc1ccc(-c2c(C(=O)O)c(C(=O)O)c3n2CCC3)cc1,92,93,102,87,99,-3,2,103
O=C(Oc1cc(-c2ccccc2)no1)c1ccc(F)cc1,105,101,94,93,104,-5,0,98
N#CC(C#N)=NNc1ccc(S(=O)(=O)N2CCCCC2)cc1,96,103,103,106,105,2,0,111
N#C/C(=C(/O)CCl)c1nc2c(s1)CCc1ccccc1-2,112,101,104,116,95,-84,4,104
CCn1c(CSc2nnc(-c3cccnc3)n2-c2ccccc2C)nc2cc(C(=O)O)ccc21,97,104,100,95,96,-21,5,96
COc1ccc(NC(=O)CN(C)C(=O)c2c(C)nn(-c3ccccc3)c2Cl)cc1,109,102,98,107,89,1,0,99
O=S(=O)(c1ccccc1)c1nc(-c2ccc(F)cc2)oc1NCC1CCCO1 (stereo not drawn),104,99,99,109,93,5,0,103

Screening results from PubChem BioAssay.
